Compound activity from PubChem.
TDP1 cell noCPT = qHTS for Inhibitors of human tyrosyl-DNA phosphodiesterase 1 (TDP1): qHTS in cells in absence of CPT | 420,000 tested, 15% active | DT40 Tdp1-/- hTDP1 cells, no CPT, ATP luminescence, 48 h | Potency, µM (series often up to 46.2 µM), for the others: at the highest dose activity change, negative = growth inhibition, usual class: inhibitors; also: nearly all actives have a fitted effect of over 55% in size
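Chicken DT40 Tdp1-/- cells complemented with human TDP1, screened without camptothecin (DMSO vehicle only), 400 cells/well. Compounds pin-transferred, cells incubated at 37 °C for at least 48 hr. Growth read as ATP-dependent luminescence (CellTiter-Glo, 30 min at RT).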
TDP1 block = qHTS Assay for Inhibitors of Tyrosyl-DNA Phosphodiesterase (TDP1) | 350,000 tested, 0.28% active | Potency, µM (series often up to 130 µM), inactives show at the highest dose activity change, negative = inhibition, actives largely listed as inhibitors | recombinant TDP1, AlphaScreen DNA substrate cleavage | Tyrosyl-DNA phosphodiesterase 1 (Homo sapiens), Q9NUW8 | AID 485290, 2010; also: nearly all actives have a fitted effect of over 40% in size
Target sequence (Q9NUW8 whole entry, looked up): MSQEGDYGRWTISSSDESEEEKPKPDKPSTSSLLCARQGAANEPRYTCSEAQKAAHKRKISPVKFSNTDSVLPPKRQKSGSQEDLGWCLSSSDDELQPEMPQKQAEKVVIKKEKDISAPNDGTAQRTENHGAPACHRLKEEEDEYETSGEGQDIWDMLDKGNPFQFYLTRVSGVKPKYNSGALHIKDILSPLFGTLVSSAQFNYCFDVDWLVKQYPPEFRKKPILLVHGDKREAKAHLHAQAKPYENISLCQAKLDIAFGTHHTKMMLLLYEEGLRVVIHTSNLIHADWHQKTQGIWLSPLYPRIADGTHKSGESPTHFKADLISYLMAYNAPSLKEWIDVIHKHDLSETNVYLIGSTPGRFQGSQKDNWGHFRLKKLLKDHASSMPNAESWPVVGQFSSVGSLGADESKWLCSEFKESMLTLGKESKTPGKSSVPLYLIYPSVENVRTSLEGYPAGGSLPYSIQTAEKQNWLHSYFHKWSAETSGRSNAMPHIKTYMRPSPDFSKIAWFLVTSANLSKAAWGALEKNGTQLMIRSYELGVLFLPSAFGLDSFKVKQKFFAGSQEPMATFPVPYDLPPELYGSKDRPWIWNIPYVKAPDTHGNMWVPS
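Tdp1 1 nM final; 15 min RT w/ cpd; substrate 15 nM, 5 min; beads 10 ug/ml, 10 min; AlphaScreen read. Neg ctrl: no enzyme.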
DT40 TDP1 CPT = qHTS for Inhibitors of human tyrosyl-DNA phosphodiesterase 1 (TDP1): qHTS in cells in presence of CPT; 420,000 tested, 12% active; AID 686979, 2013; chicken DT40 Tdp1-/-;hTDP1 cells + 20 nM CPT, ATP luminescence, 48 h; Potency, µM (highest dose often 46.2 µM), inactives show at the highest dose activity change, negative = growth inhibition, actives largely listed as inhibitors; also: nearly all actives have a fitted effect of over 55% in size
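Cell growth measured by CellTiter-Glo luminescence after a minimum 48 h, 37 C compound exposure with 20 nM CPT in Tdp1-knockout DT40 cells stably expressing hTDP1, seeded 400/well; qHTS titration format.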
Starred values were filed as active, the others as inactive; ? = inconclusive; nt = not tested or not shown; [ ] = another dose, or the depositor's remark. Calls follow the shape of the dose curve; as a rule, active = well fitted curve in the direction sought with a large enough effect; inconclusive = small, poorly fitted or top-dose-only effect, or another doubt; inactive = no such curve, though single readings can be large; an effect the other way counts as inactive or inconclusive. % is scaled to controls: 0 for no effect and ±100 for the full control effect; potency is read from the fitted curve at half-maximal effect.

SMILES	TDP1 cell noCPT	TDP1 block	DT40 TDP1 CPT
CCCNC(=O)N1CCN(c2nc(C(C)C)c3c(c2C#N)CC(C)(C)OC3)CC1	-63%	-2%	29µM*
CC(C)c1ccc(N(CC(=O)NCCSC(C)(C)C)S(C)(=O)=O)cc1	-15%	3%	?
COc1cc(OC)cc(C(=O)N[C@H](C(=O)OCC(=O)NC(C)c2ccccc2)C(C)C)c1 (stereo partly drawn)	-21%	5%	-11%
CCOC(=O)COc1c(Cl)cc(C2NC(=S)NC(c3ccccc3)=C2C(C)=O)cc1OCC (stereo not drawn)	9%	-3%	-4%
CCOc1ccc(S(=O)(=O)N2CCCC(C(=O)N3CCCC3)C2)cc1 (stereo not drawn)	?	2%	-4%
COc1cccc(-c2nc(CS(=O)CC(=O)O)c(C)o2)c1 (stereo not drawn)	-3%	0%	5%
CCOC(=O)c1nnc2ccnn2c1N	-5%	2%	1%
Nc1cc(=O)[nH]c(SCC(=O)Nc2cc(Cl)ccc2Cl)n1	9%	7%	-24%
O=C(NCCc1ccccc1)c1ccc(NCC2CCCO2)c([N+](=O)[O-])c1 (stereo not drawn)	?	11%	-27%
O=C(O)C1CC=CCC1C(=O)Nc1cccc(Cl)c1 (stereo not drawn)	-21%	-1%	-23%
O=C(O)C(Cc1ccc(O)cc1)N1C(=O)c2c(Cl)c(Cl)c(Cl)c(Cl)c2C1=O (stereo not drawn)	4%	nt	2%
CCOC(=O)c1sc(NC(=O)OC)c(C(=O)OC)c1C	-10%	3%	22%
O=C(CSc1nc2c([nH]c3ccccc32)c(=O)n1-c1ccccc1)Nc1cccc(C(F)(F)F)c1	23µM*	4%	15µM*
N#Cc1c(NC(=O)CSc2ncn[nH]2)sc2c1CCCCC2	-25%	11%	-15%
COc1cc(CC(=O)OCC(=O)Nc2cc(S(=O)(=O)N3CCCC3)ccc2Cl)cc(OC)c1OC	2%	1%	-32%
NC(N)=NS(=O)(=O)c1ccc(NC(=S)NC(=O)/C=C/c2ccc(F)cc2)cc1	-1%	3%	-13%
C/C(=N\NC(=O)c1ccc(C)cc1)C1C(=O)c2ccccc2C1=O	?	10%	?
N#CCCn1cc(/C=C2\NC(=S)N(c3ccccc3)C2=O)c(-c2ccc(-c3ccccc3)cc2)n1	8.2µM*	0%	6.5µM*
O=C(/C=C/c1c(Cl)cccc1Cl)NCc1ccccc1	1%	0%	2%
O=C1C=C(c2ccc3ncccc3c2)C[C@@H](c2ccc3c(c2)OCO3)C1	2.6µM*	6%	2.1µM*
COc1ccc(-n2c(NC(=O)c3ccco3)c(C#N)c3nc4ccccc4nc32)cc1	23µM*	3%	16µM*
Cc1sc2ncnc(N3CCC(C(=O)Nc4cc(S(C)(=O)=O)ccc4Cl)CC3)c2c1C	18µM*	-3%	13µM*
CCCC(=O)Nc1cccc(-c2nc3ncccc3o2)c1	-20%	-1%[12.3 µM]	-14%
CCOC(=O)N1CCN(c2ccccc2O)CC1	-19%	0%	-25%
CC(C)c1ccc(NC(=O)C(Cc2ccccc2)NS(=O)(=O)c2ccc3c(c2)oc(=O)n3C)cc1 (stereo not drawn)	?	2%	?
COc1ccc(OC)c(-c2cc(C(=O)N3CCOCC3)no2)c1	-5%	1%	2%
COc1ccc(NC(C)=O)cc1NC(=O)CSc1nnc(C2CCCCC2)n1N	-13%	2%[56.1 µM]	2%
Cc1ccc(S(=O)(=O)NCc2ccc(C(=O)NCCCN3CCC(Cc4ccccc4)CC3)cc2)cc1	-7%	11%	6%
CC(C(=O)Nc1ccccc1F)N1CCN(S(=O)(=O)c2ccc(C(F)(F)F)cc2)CC1 (stereo not drawn)	?	-3%	-3%
CCOC(=O)c1ccc(Nc2c(-c3ccc(O)c(OC)c3)nc3nc[nH]n23)cc1	16µM*	5%	12µM*
COc1ccc(-c2nc3n(c2Br)CCC3)cc1	-22%	7%	?
COc1ccc(Cc2c(C(C)(C)C)nc3ccc(C)cn23)c(C)c1	13µM*	nt	15µM*
O=C(Nc1ccccc1C(=O)N1CCOCC1)c1ccc(F)cc1	-16%	6%	1%
CC(OC(=O)CNC(=O)c1ccc(Cl)c([N+](=O)[O-])c1)C(=O)NC1CCCCC1C (stereo not drawn)	-24%	3%	-26%
COc1ccccc1-n1nc(-c2ccccc2)c2cnc3cc(C(F)(F)F)ccc3c21	4%	2%	2%
CCn1ncc(CNC(=O)CCSc2nc(-c3ccco3)cc(C(F)(F)F)n2)c1C	?	0%	?
CC(=O)c1ccc(S(=O)(=O)Nc2ccc(-n3cnnn3)cc2)cc1	10%	-11%	-1%
CCOc1cc(-c2nc(-c3ccncc3)no2)cc(OCC)c1OCC	-22%	2%	-18%
O=c1c2ccccc2nc(/C=C/c2cccc(Br)c2)n1CCCO	13µM*	nt	?
COc1ccc(OC)c(C(c2nnnn2C2CCCC2)N2CCN(c3ccc(F)cc3)CC2)c1 (stereo not drawn)	?	2%	?
O=S(=O)(NCc1nnnn1-c1ccc(F)cc1)c1ccc(F)cc1	-13%	nt	-11%
COC(=O)c1c(N2C(=O)CC(Sc3ccccc3C(=O)O)C2=O)sc2c1CCCC2 (stereo not drawn)	7.3µM*	-8%	?
Cc1ccc(N(C)C2=NC(=O)CS2)cc1Cl	-1%	nt	7%
O=C(COC(=O)CNC(=O)c1ccccc1Cl)NC1CCCC1	-3%	2%	-1%
O=C(c1ccc2c(c1)OCO2)N1CCN(c2ccc(C(F)(F)F)cn2)CC1	?	0%	?
Cc1ccc(/C(O)=C2/C(=O)C(=O)N(CCN3CCOCC3)C2c2ccccn2)cc1 (stereo not drawn)	-5%	-1%	-12%
Nn1c(CN2CCCCC2)nc2ccccc2c1=O	-21%	7%	-23%
O=C1Nc2ccc(Br)cc2C1(O)c1ccc(F)cc1 (stereo not drawn)	?	nt	-21%
COc1ccc(C(=O)Cc2cc3cccc(OC)c3oc2=O)cc1	-7%	nt	2%
Cc1cc(F)ccc1NCc1ccc([N+](=O)[O-])cc1	-1%	6%	7%
Cc1ccccc1N1CCN(Cc2nc(Cc3ccccc3)no2)CC1	?	5%	?
O=C(c1ccc(F)cc1)N1CCC(c2nc3ccccc3s2)CC1	?	-3%	-30%
Cc1nnc(SCC(=O)NNC(=O)C(C)C)[nH]c1=O	7%	5%	0%
O=C(Nc1ccc(N2CCN(C(=O)c3ccccc3)CC2)c(Cl)c1)c1ccc(Br)o1	21µM*	2%	23µM*
CC1CC2(CCCC2)N(C(=O)c2ccccc2)Cc2ccccc21 (stereo not drawn)	?	3%	9.2µM*
CCC(=O)Nc1ccc2c(c1)nc(CCN1CCCCC1)n2C	25%	nt	2%
CC(c1ccco1)N(C(=O)C12CC3(C)CC(C)(CC(C)(C3)C1)C2)c1ccccn1 (stereo not drawn)	?	-7%	-100%
COc1ccc(NC(=S)/N=C(\N)Nc2nc(C)c3ccccc3n2)cc1	?	1%	?
COCCn1c(SCC(=O)NNC(=O)Cc2ccccc2)nc2ccccc2c1=O	-25%	5%	7%
Cc1ccc(OCC(=O)N/N=C/c2cccn2C)cc1C	?	9%	-9%

17 neighbouring records from above, for reference:
SMILES	TDP1 cell noCPT	TDP1 block	DT40 TDP1 CPT
O=S(=O)(NCc1nnnn1-c1ccc(F)cc1)c1ccc(F)cc1	-13%	nt	-11%
COC(=O)c1c(N2C(=O)CC(Sc3ccccc3C(=O)O)C2=O)sc2c1CCCC2 (stereo not drawn)	7.3µM*	-8%	?
Cc1ccc(N(C)C2=NC(=O)CS2)cc1Cl	-1%	nt	7%
O=C(COC(=O)CNC(=O)c1ccccc1Cl)NC1CCCC1	-3%	2%	-1%
O=C(c1ccc2c(c1)OCO2)N1CCN(c2ccc(C(F)(F)F)cn2)CC1	?	0%	?
Cc1ccc(/C(O)=C2/C(=O)C(=O)N(CCN3CCOCC3)C2c2ccccn2)cc1 (stereo not drawn)	-5%	-1%	-12%
Nn1c(CN2CCCCC2)nc2ccccc2c1=O	-21%	7%	-23%
O=C1Nc2ccc(Br)cc2C1(O)c1ccc(F)cc1 (stereo not drawn)	?	nt	-21%
COc1ccc(C(=O)Cc2cc3cccc(OC)c3oc2=O)cc1	-7%	nt	2%
Cc1cc(F)ccc1NCc1ccc([N+](=O)[O-])cc1	-1%	6%	7%
Cc1ccccc1N1CCN(Cc2nc(Cc3ccccc3)no2)CC1	?	5%	?
O=C(c1ccc(F)cc1)N1CCC(c2nc3ccccc3s2)CC1	?	-3%	-30%
Cc1nnc(SCC(=O)NNC(=O)C(C)C)[nH]c1=O	7%	5%	0%
O=C(Nc1ccc(N2CCN(C(=O)c3ccccc3)CC2)c(Cl)c1)c1ccc(Br)o1	21µM*	2%	23µM*
CC1CC2(CCCC2)N(C(=O)c2ccccc2)Cc2ccccc21 (stereo not drawn)	?	3%	9.2µM*
CCC(=O)Nc1ccc2c(c1)nc(CCN1CCCCC1)n2C	25%	nt	2%
CC(c1ccco1)N(C(=O)C12CC3(C)CC(C)(CC(C)(C3)C1)C2)c1ccccn1 (stereo not drawn)	?	-7%	-100%

Carrying on:
SMILES	TDP1 cell noCPT	TDP1 block	DT40 TDP1 CPT
COc1ccc(Cl)c(OC)c1C(=O)NC(=O)Nc1nc(C)nc(C)n1	20%	5%	-9%
CN1c2ccccc2C(=O)NC1c1ccc([N+](=O)[O-])s1 (stereo not drawn)	?	1%	-9%
Cc1ccc(CNC(=O)CCCn2c(=O)c3ccccc3n(CC(=O)Nc3ccc(C)cc3)c2=O)cc1	-7%	-2%	-19%
Cc1c(Cl)cccc1NC(=O)NCCCN1CCCC1=O	20%	1%	-4%
CCOC(=O)COc1c(/C=N\O)cc(Cl)cc1OC	10%	0%	-2%
Cc1c(C(=O)NCc2cccc(C(F)(F)F)c2)sc(=O)n1Cc1ccccc1F	26µM*	nt	?
CCN(C(=O)COC(=O)CN1C(=O)c2ccccc2C1=O)c1ccccc1	10%	1%	7%
O=[N+]([O-])c1c(Nc2ccccc2O)ccc2nonc12	-25%	5%	-12%
O=C(NCCO)c1cc2ccccc2cc1O	-12%	2%	-28%
Cc1ccc(OCCC(=O)OCC(=O)NC(=O)c2ccccc2)cc1	-1%	-8%	-15%
Cc1cc2cc3c(cc2nc1SCC(=O)Nc1ccccc1)CCC3	13µM*	4%	15µM*
O=C(C1CCCC1)N(c1ccccc1)C1C=CS(=O)(=O)C1 (stereo not drawn)	-3%	-2%	1%
Cc1ccc(S(=O)(=O)/N=C2/C=C(Sc3ncn[nH]3)C(=O)c3ccccc32)cc1	0.37µM*	11%	0.33µM*
CCNC(=O)C1(C)CCN1CCC(=O)c1ccc(Br)cc1 (stereo not drawn)	16µM*	nt	21µM*
CCS(=O)(=O)N1CCC(N2CCN(c3ccccc3)CC2)CC1	-3%	nt	4%
O=C(O)c1ccc(C(=O)c2ccc3c(c2)C(=O)N(CC2CCCO2)C3=O)cc1 (stereo not drawn)	20%	4%	0%
Cc1sc2ncnc(Sc3ccccc3C(=O)Nc3ccc(C#N)cc3)c2c1C	21µM*	0%	21µM*
CC(C)(C)OC(=O)N1CCC(c2c(C(=O)NCCN3CCC(Cc4ccccc4)CC3)cnn2-c2cccc(Cl)c2)CC1	3.7µM*	5%	5.8µM*
COC(=O)c1ccccc1Oc1ccc(NC(=O)CCCl)cc1	?	0%	-26%
[N-]=[N+]=CC(=O)CC(c1ccccc1)N1C(=O)c2ccccc2C1=O (stereo not drawn)	9%	8%	1%
CCc1nn(CC(=O)N2CCC(C)CC2)c(=O)c2cc3occc3n12	-13%	3%	-14%
COc1ccc(CCC(=O)NCc2cn3ccsc3n2)cc1	-9%	nt	-5%
O=C(NC(=S)N1CCCCC1c1cccnc1)c1ccc(F)cc1 (stereo not drawn)	13%	3%	-2%
COc1ccccc1CNS(=O)(=O)c1ccc(-n2cnnn2)c(C)c1	-13%	nt	10%
